p53null 39C kill = qHTS Screen for Compounds that Selectively Target Cancer Cells with p53 Mutations: Cytotoxicity of p53 Null Cells at the Nonpermissive Temperature. H1299 p53-null (neo) cells, 39C, ATPlite viability, 24 h. Potency, µM (series often up to 46.1 µM), for the others: at the top dose activity, negative = cell killing, usual class: cytotoxic. 55,000 compounds, 0.97% hits;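 further: potency means the concentration at half of the fitted maximal effect; 0% = DMSO only and -100% = full killing by 100 µM tamoxifen; nearly all actives have a fitted effect of over 50% in size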
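Luminescent ATP signal reported cell survival after H1299 lines (neo, p53 null; or p53 A138V) received up to 46 uM compound and 24 hr incubation at 39C.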
B2AR arrestin ag = qHTS assay of beta-arrestin-biased ligands of beta2-adrenergic receptor: NCGC Sytravon Library Screen; AID 1347077, 2019; HTLA Tango cells, beta-arrestin recruitment, luciferase luminescence, 18 h; Beta-2 adrenergic receptor (Homo sapiens), P07550; 44,000 tested, under 10 active; Potency, µM (highest dose often 46.1 µM), for the others: at the top dose activation, actives largely listed as activators;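 further: potency means the concentration at half of the fitted maximal effect; 0% = DMSO and full agonism = EC100 isoproterenol or metaproterenol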
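Receptor–beta-arrestin recruitment read by tTA-responsive luciferase: compound titrations (up to 46 µM) incubated 18 h with Tango cells, then luminescent substrate 15 min at room temperature. Concentration-response fits classified by r2, efficacy and activity.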
FH mod = Identification of activators of human fumarate hydratase by quantitative high-throughput screening; Fumarate hydratase, mitochondrial (Homo sapiens), P07954; FH coupled MDH/diaphorase resazurin fluorescence, 15 min; Potency, µM (highest dose often 79.9 µM), for the others: top-dose activity change, negative = inhibition, hits mostly inhibitors; 54,000 compounds, 0.22% hits; further: potency means the concentration at half of the fitted maximal effect; on the % scale 0 is the no-effect control and ±100 the full control effect; the screen sought activators but most active calls are inhibition curves; nearly all actives have a fitted effect of over 45% in size
GALK inh = qHTS Assay for Inhibitors of Human Galactokinase (GALK): NCGC Sytravon Library Screen | P51570 | recombinant GALK, Kinase-Glo ATP luminescence, 1 h | Potency, µM (doses to about 57.5 µM), for the others: at the highest dose activity, negative = inhibition, usual class: inhibitors | 44,000 tested, under 10 active | AID 1347072, 2019;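 further: plate controls were full GALK reaction for no effect and reaction lacking GALK for full effect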
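Human GALK (5 nM) was incubated with 35 uM ATP and 100 uM galactose in 20 mM HEPES pH 8.0 with MgCl2, NaCl, DTT and BSA for 1 h at room temperature. Remaining ATP was measured by Kinase-Glo Plus luminescence.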
p53null 32C tox = qHTS Screen for Compounds that Selectively Target Cancer Cells with p53 Mutations: Cytotoxicity of p53 Null Cells at the Permissive Temperature; Potency, µM (top dose mostly 46.1 µM), for inactives: top-dose activity change, negative = cytotoxicity, most hits filed as cytotoxic; H1299-neo p53 null cells, ATP luminescence, 24 h, 32C; 55,000 compounds, 0.62% hits;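 further: potency means the concentration at half of the fitted maximal effect; 0% = DMSO only and -100% = full killing by 100 µM tamoxifen; nearly all actives have a fitted effect of over 55% in size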
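ATP-content luminescence in p53-null H1299-neo cells after 24 h compound exposure (up to 46 uM) at 32C permissive temperature; 0% and 100% killing set by DMSO and 100 uM tamoxifen; Hill-equation AC50.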
PTAP-TSG101 blk = qHTS Validation Assay for Inhibitors of HIV-1 Budding by Blocking the Interaction of PTAP/TSG101: Sytravon Library Screen. Tumor susceptibility gene 101 protein (Homo sapiens), Q99816. Fluorescence polarization, FITC-PTAP peptide/Tsg101, 20 min. Potency, µM (titrated, usually from 115 µM), for the others: at the top dose activity change, negative = inhibition, usual class: inhibitors. 44,000 tested, under 10 active. AID 1347069, 2019; further: potency means the concentration at half of the fitted maximal effect; 0% is about no effect
Target sequence (Q99816 whole entry, looked up): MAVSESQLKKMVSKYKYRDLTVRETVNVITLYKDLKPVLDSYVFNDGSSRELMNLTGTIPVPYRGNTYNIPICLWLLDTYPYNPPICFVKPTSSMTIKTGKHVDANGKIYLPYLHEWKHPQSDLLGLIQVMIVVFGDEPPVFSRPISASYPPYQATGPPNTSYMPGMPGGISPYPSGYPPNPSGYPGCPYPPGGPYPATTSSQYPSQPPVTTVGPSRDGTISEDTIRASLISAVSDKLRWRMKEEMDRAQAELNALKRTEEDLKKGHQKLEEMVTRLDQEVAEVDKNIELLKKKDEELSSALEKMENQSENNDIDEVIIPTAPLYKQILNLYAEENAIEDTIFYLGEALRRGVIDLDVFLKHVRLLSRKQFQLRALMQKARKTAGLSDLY
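Fluorescence polarization: Tsg101 binding domain (10 uM final) in 10 mM HEPES pH 7.5, 0.15 M NaCl, 0.01% Tween 20, 3 mM EDTA, 0.1 mM TCEP; compounds pinned; FITC-PTAP peptide 50 nM final; 20 min, r.t.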
NTMT1 inh = Primary qHTS for Inhibitors of N-terminal methyltransferase 1 (NTMT1): MTaseGlo Assay; N-terminal Xaa-Pro-Lys N-methyltransferase 1 (Homo sapiens), Q9BV86; NTMT1 MTase-Glo SAH luminescence, purified enzyme; Potency, µM (top dose mostly 114 µM), inactives show top-dose activity change, negative = inhibition, hits mostly inhibitors; 59,000 compounds, 2.5% hits;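 further: potency means the concentration at half of the fitted maximal effect; plate controls were DMSO vehicle for no effect and no enzyme for full effect; nearly all actives have a fitted effect of over 65% in size; many of its hits are not listed in these tables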
Target sequence (Q9BV86 whole entry, looked up): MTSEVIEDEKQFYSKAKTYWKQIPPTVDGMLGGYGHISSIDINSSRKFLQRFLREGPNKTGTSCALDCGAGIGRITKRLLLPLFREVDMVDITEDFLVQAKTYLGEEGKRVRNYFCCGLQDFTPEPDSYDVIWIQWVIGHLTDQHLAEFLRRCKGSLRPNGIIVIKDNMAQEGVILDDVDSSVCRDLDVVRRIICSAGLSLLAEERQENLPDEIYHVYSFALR
Active calls of the source: *; ? = inconclusive; nt = no result given; [ ] = remark or other dose. The call rests on the fitted dose curve; in most records, active means well fitted curve in the direction sought with a large enough effect; inconclusive means small, poorly fitted or top-dose-only effect, or another doubt; inactive means no such curve, though single readings can be large; an effect the other way counts as inactive or inconclusive. The list is partial; count on the stated rates, not on these rows.

SMILES	p53null 39C kill	B2AR arrestin ag	FH mod	GALK inh	p53null 32C tox	PTAP-TSG101 blk	NTMT1 inh
Cc1ccc(S(=O)(=O)c2nnn(CC(=O)Nc3ccccc3C)c2N)cc1C	-11%	-1%	-10%	1%	-2%	2%	-1%
O=C(CN1C(=O)c2cccc3cccc1c23)Nc1ccccc1Br	-16%	1%	3%	5%	-4%	-3%	8%
CC(C)CN(CCCNC(=O)c1cc(=O)[nH]c2ccc(S(=O)(=O)N3CCCC3)cc12)CC(C)C	3%	0%	6%	1%	-5%	-1%	?
COc1cccc(C2C=C(c3ccccc3)Nc3c(C(=O)Nc4ccccc4)cnn32)c1OC (stereo unspecified)	-1%	0%	?	3%	-1%	3%	-11%
CC(=O)c1cc(-c2ccccc2)n(CC(=O)NCCc2ccc(C)cc2)c1C	-10%	-2%	6%	1%	3%	1%	-9%
COc1ccc(Cl)cc1NS(=O)(=O)c1ccc2c(c1)NC(=O)CC(=O)N2	-6%	0%	-1%	0%	1%	1%	1%
Cc1ccc(Cl)cc1-n1c(=O)c2sc3ccccc3c2n(CC(=O)NC2CCCC2)c1=O	15%	5%	-9%	0%	?	1%	0%
CCOc1ccc(C(=O)Nc2cccc(-c3nc4cc(Cl)cc(Cl)c4o3)c2)cc1	-13%	0%	nt	1%	5%	1%	nt
COC(=O)c1c(NC(=O)COc2c(C)cccc2C)sc2c1CCCC2	15%	0%	-9%	2%	21%	2%	1%
Cc1nnc(N2CCC(C(=O)NCCc3ccccc3)CC2)c2nn(-c3ccc(Cl)cc3)c(C)c12	?	1%	-8%	0%	6%	-4%	3%
COc1ccc(OC)c(NC(=O)CSC2=Nc3ccccc3C3=NC(CC(=O)NCc4ccc(F)cc4)C(=O)N23)c1 (stereo unspecified)	32%[activator]	?	?	1%	5%	2%	-17%
COc1ccc(N2Cc3cccc(C(=O)Nc4cc(C)cc(C)c4)c3C2=O)cc1	-19%	1%	-1%	0%	-4%	3%	-13%
COc1ccc(/C=C\c2onc(C)c2S(=O)(=O)N2CCC(C(=O)Nc3cccc(C)c3C)CC2)cc1	-19%	0%	-1%	7%	3%	0%	19%
COc1cc2c(cc1OC)C(COc1ccc3c(C)cc(=O)oc3c1)N(C(=O)c1cc(Cl)ccc1OC)CC2 (stereo unspecified)	-19%	-2%	-4%	6%	0%	0%	-18%
Cc1ccc(S(=O)(=O)c2nnn3c2nc(N(C)Cc2ccccc2)c2cc(Cl)ccc23)cc1C	-10%	0%	16%	4%	4%	-2%	19%

2 neighbouring records from above, for reference:
SMILES	p53null 39C kill	B2AR arrestin ag	FH mod	GALK inh	p53null 32C tox	PTAP-TSG101 blk	NTMT1 inh
COc1cc2c(cc1OC)C(COc1ccc3c(C)cc(=O)oc3c1)N(C(=O)c1cc(Cl)ccc1OC)CC2 (stereo unspecified)	-19%	-2%	-4%	6%	0%	0%	-18%
Cc1ccc(S(=O)(=O)c2nnn3c2nc(N(C)Cc2ccccc2)c2cc(Cl)ccc23)cc1C	-10%	0%	16%	4%	4%	-2%	19%

Remaining list, next part.
SMILES	p53null 39C kill	B2AR arrestin ag	FH mod	GALK inh	p53null 32C tox	PTAP-TSG101 blk	NTMT1 inh
Cc1cccc(N2CCN(C(=O)CN3C(=O)COc4ccc(S(=O)(=O)N5CCC(C)CC5)cc43)CC2C)c1 (stereo unspecified)	12%	1%	-18%	9%	6%	1%	13%
CCOc1ccc(NC(=O)Cn2c(=O)n(CC(=O)NCc3ccccc3Cl)c(=O)c3sccc32)cc1	10%	-1%	-7%	1%	0%	0%	-3%
COc1ccc(-c2noc(CSc3nc(N)cc(=O)[nH]3)n2)cc1	7%	-1%	-18%	-2%	-14%	-8%	-20%
Cc1ccc(-c2nnc(SCC(=O)c3ccc(Cl)cc3)n2-c2ccccc2)cc1	8%	-2%	2%	-3%	-3%	0%	-5%
O=C(Nc1ccc(F)cc1)c1ccc(Cn2nc(N3CCN(c4ccccc4)CC3)ccc2=O)o1	7%	0%	-26%	0%	32%[activator]	1%	-6%
COC(=O)c1ccccc1NC(=O)CSc1n[nH]c(CC(C)C)n1	-9%	-1%	-19%	1%	9%	0%	14%
COc1ccc(Cl)cc1NC(=O)N1CCN(S(=O)(=O)c2ccc3c(ccn3C)c2)CC1	4%	0%	-23%	0%	0%	-10%	13%
CCCN1CCN(C(=O)Cn2c(-c3cccs3)cc3cc(F)ccc32)CC1	-4%	-2%	2%	0%	?	-1%	-19%
Cn1nnnc1SCCNCc1ccccc1OCc1ccccc1F	-15%	1%	-2%	0%	?	-12%	?
CCc1ccc(C2C(C(=O)Nc3ccccc3)=C(C)Nc3nc(SCC(=O)c4ccc(C)cc4)nn32)cc1 (stereo unspecified)	9%	1%	-5%	-1%	0%	-2%	18%
O=C(Nc1cccc(F)c1)c1ccc2snnc2c1	-19%	-4%	-23%	4%	-4%	1%	0%
COc1ccc(-c2cc3ccc(O)c(CN4CCC(C)CC4)c3oc2=O)cc1	9%	0%	-8%	0%	-4%	-5%	0%
COc1ccc2cc(-c3nc(-c4ccc(N(C)C)cc4)no3)c(=O)oc2c1	-9%	-1%	8%	7%	-5%	1%	2%
COc1cccc(CNC(=O)c2cc(C)nc3c2c(C)nn3-c2cccc(F)c2)c1	-13%	0%	-20%	1%	-6%	2%	-6%
O=C(Nc1ccc(O)cc1)c1cccc(S(=O)(=O)N2CCOCC2)c1	-21%	0%	-17%	2%	-3%	-2%	-14%
Clc1ccccc1CNc1nc2ccccc2c2nc(-c3cccnc3)nn12	7%	1%	-4%	-2%	-7%	4%	18%

Among those listed so far, 10 contain a Cl atom.
SMILES	p53null 39C kill	B2AR arrestin ag	FH mod	GALK inh	p53null 32C tox	PTAP-TSG101 blk	NTMT1 inh
COc1ccc(Cl)cc1NS(=O)(=O)c1ccc2c(c1)NC(=O)CC(=O)N2	-6%	0%	-1%	0%	1%	1%	1%
Cc1ccc(Cl)cc1-n1c(=O)c2sc3ccccc3c2n(CC(=O)NC2CCCC2)c1=O	15%	5%	-9%	0%	?	1%	0%
CCOc1ccc(C(=O)Nc2cccc(-c3nc4cc(Cl)cc(Cl)c4o3)c2)cc1	-13%	0%	nt	1%	5%	1%	nt
Cc1nnc(N2CCC(C(=O)NCCc3ccccc3)CC2)c2nn(-c3ccc(Cl)cc3)c(C)c12	?	1%	-8%	0%	6%	-4%	3%
COc1cc2c(cc1OC)C(COc1ccc3c(C)cc(=O)oc3c1)N(C(=O)c1cc(Cl)ccc1OC)CC2 (stereo unspecified)	-19%	-2%	-4%	6%	0%	0%	-18%
Cc1ccc(S(=O)(=O)c2nnn3c2nc(N(C)Cc2ccccc2)c2cc(Cl)ccc23)cc1C	-10%	0%	16%	4%	4%	-2%	19%
CCOc1ccc(NC(=O)Cn2c(=O)n(CC(=O)NCc3ccccc3Cl)c(=O)c3sccc32)cc1	10%	-1%	-7%	1%	0%	0%	-3%
Cc1ccc(-c2nnc(SCC(=O)c3ccc(Cl)cc3)n2-c2ccccc2)cc1	8%	-2%	2%	-3%	-3%	0%	-5%
COc1ccc(Cl)cc1NC(=O)N1CCN(S(=O)(=O)c2ccc3c(ccn3C)c2)CC1	4%	0%	-23%	0%	0%	-10%	13%
Clc1ccccc1CNc1nc2ccccc2c2nc(-c3cccnc3)nn12	7%	1%	-4%	-2%	-7%	4%	18%

Screens (PubChem BioAssay)
